# Source: PubChem
# SIRT5 inh – inhibitors of human sirtuin-5 desuccinylase | inhibition, % at 15 µM | 330,000 tested, 1.1% active | Q9NXA8 | Purified SirT5, succinyl-peptide AMC, trypsin-coupled fluorescence | AID 652115; in the data active means inhibition above about 15%
# Target sequence (Q9NXA8 whole entry, looked up): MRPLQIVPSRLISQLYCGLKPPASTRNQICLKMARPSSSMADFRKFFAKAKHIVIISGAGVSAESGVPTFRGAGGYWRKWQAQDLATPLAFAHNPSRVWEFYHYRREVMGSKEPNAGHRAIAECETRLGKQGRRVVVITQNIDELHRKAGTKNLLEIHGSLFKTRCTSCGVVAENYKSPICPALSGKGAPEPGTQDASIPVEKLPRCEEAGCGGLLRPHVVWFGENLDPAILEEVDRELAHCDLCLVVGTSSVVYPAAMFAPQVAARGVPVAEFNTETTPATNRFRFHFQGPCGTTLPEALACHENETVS
# S100A4 inh HTS – inhibitors of human S100A4 binding to myosin IIA peptide. P26447. S100A4/TAMRA-MyoIIA peptide fluorescence polarization. inhibition, % at 10.7 µM. 360,000 tested, 0.14% active. AID 652163;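 active means mean inhibition of at least 70% across replicates, with every replicate also reaching that level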
# Target sequence (P26447 whole entry, looked up): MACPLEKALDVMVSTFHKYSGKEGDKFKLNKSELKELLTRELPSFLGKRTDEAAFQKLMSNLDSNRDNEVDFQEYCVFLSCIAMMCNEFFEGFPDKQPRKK
#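 Assay system: human S100A4 monomer with TAMRA-labelled myosin IIA peptide / Buffer or medium: Calcium-containing HEPES buffer, pH 7.2 / Reagent: TAMRA-labelled myosin IIA heavy-chain peptide probe, 5 nM / Compound: one dose per compound / Timing: polarization read 5 min after assay mix addition, stable 5–60 min / Benchmarks: neutral control DMSO, positive control TFP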
# FN deposition inh – fibronectin deposition inhibition; inhibition, % at 12.6 µM; AH1F fibroblasts, Alexa488-fibronectin deposition fluorescence, overnight; AID 743247; 350,000 tested, 0.086% active;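 active means mean inhibition across replicates of 30% or more, regardless of how many single replicates reach that level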;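 further: positive control wells lacked labelled fibronectin entirely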
#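 test system = AH1F fibroblasts assembling fluorescent fibronectin matrix | quantity = 10000 AH1F cells per well | buffer or medium = DMEM plus 2% serum, read in PBS | doses = single dose, pinned | incubation = 1 h cell attachment, overnight exposure to compound and label | detection = fluorescence at 485 nm excitation, 525 nm emission | read-out basis = inhibition from reduced deposited-fibronectin fluorescence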
# LGR2 inh – Drosophila LGR2 receptor signaling inhibition | HEK293 LGR2, CRE-luciferase, bursicon-stimulated, 4 h | inhibition, % at 9.99 µM | AID 720647 | 380,000 tested, 0.35% active;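 active means drop in luminescence signal, shown as inhibition above about 50% in the replicate tests, limit read from the data, passing the limit was not always enough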;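 further: agonist challenge used bursicon conditioned medium at about half maximal strength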
# CASP6 VEID inh – blocks human caspase-6 cleavage activity; purified caspase-6, Z-VEID-R110 cleavage fluorescence; 350,000 tested, 0.53% active; P55212; inhibition, % at 12.5 µM;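 active means mean inhibition across replicates at least about 35%, with every replicate also reaching that limit, limit read from the data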;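 further: 0% = median of neutral control wells and 100% = no fluorescence left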
# Target sequence (P55212 24-179 limits assumed): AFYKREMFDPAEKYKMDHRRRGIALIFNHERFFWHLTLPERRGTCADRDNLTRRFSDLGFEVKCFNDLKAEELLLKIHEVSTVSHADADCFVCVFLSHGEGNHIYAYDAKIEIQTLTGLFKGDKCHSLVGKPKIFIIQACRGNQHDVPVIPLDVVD
# Target sequence (P55212 194-293 limits assumed): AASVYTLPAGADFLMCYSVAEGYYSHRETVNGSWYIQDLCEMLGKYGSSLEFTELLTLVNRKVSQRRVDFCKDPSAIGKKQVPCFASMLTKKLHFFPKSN
# Statin myotox sup – suppressors of simvastatin-induced myotoxicity in C2C12 myotubes; 330,000 tested, 0.78% active; ATP luminescence, 48 h; scaled: DMSO 0, geranylgeraniol control 100; rescue of ATP level, % at 7.49 µM; AID 602340;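 active means mean ATP rescue above about 67%, or every replicate alone reaching that limit, limit read from the data, passing the limit was not always enough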;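 further: myotubes were challenged with 10 µM simvastatin during compound exposure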
# esBAF inh – inhibitors of esBAF chromatin remodeling in mouse ES cells. Bmi1-luciferase knock-in reporter, 24 h; 100% = twice the neutral-well signal. reporter increase, % at 12.5 µM. 350,000 tested, 2% active; in the data active means activation above about 40%;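 further: 0% = median of the plate's neutral control wells and 100% = double that signal; a rise in the Bmi1 reporter signal indicates esBAF inhibition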
# * hit, by the source's call; · = no result given; & = joins results of further samples.
SMILES	SIRT5 inh	S100A4 inh HTS	FN deposition inh	LGR2 inh	CASP6 VEID inh	Statin myotox sup	esBAF inh
O=C(CSc1nc(=O)n(CCCN2CCOCC2)c2c1CCCC2)Nc1cccc(Cl)c1	-1	6	6	-5	0	·	·
COCC#Cc1ccc([C@H]2[C@@H](CO)N3CCCCN(C(=O)NC4CCCC4)C[C@@H]23)cc1	1	12	-1	-2	5	-4	0
C[C@@H]1CN([C@@H](C)CO)C(=O)c2cccc(NC(=O)Nc3ccc(F)cc3)c2O[C@H]1CN(C)CC1CC1	-3	-39	·	-8	1	31	9
OC[C@@H](O)[C@@H](O)[C@H](O)[C@@H](O)CO	0	-2	·	·	-2	11	-12
O=c1cc(CO)oc(CN2CCN(Cc3ccccc3)CC2)c1O	·	·	5	·	·	-10	-5
Cc1ccccc1S(=O)(=O)N1CC(=O)N2[C@@H](CO)[C@H](c3ccc(C#CCC(C)C)cc3)[C@@H]2C1	14	-6	·	10	0	·	·
Cc1cccc(NC(=O)CSc2nc(=O)n3ccccc3n2)c1C	-6	0	2	-7	2	18	-4
O=C(NCc1ccccc1)c1c[nH]c2ccccc2c1=O	3	-1	-4	5	-3	3	-3
O=C(COc1ccc(S(=O)(=O)N2CCc3ccccc32)cc1Cl)NCc1ccccn1	·	·	·	2	·	23	-3
CC(=O)Nc1ccc(NC(=O)c2cc(-c3ccc(C)c(C)c3O)n[nH]2)cc1	-6	0	-4	-45	-1	-9	24
COc1ccccc1-n1c(C)c(C(=O)O)c2cc(OC)c3ccccc3c21	-8	-4	-1	0	0	8	2
COc1ccc(NC(=O)c2cccc3c(-c4cnn(C)c4)coc23)cc1	-3	-2	-7	-56	-1	2	17
Cc1ccc(S(=O)(=O)N[C@H]2CC[C@@H](CCn3cc(-c4cccnc4)nn3)O[C@@H]2CO)cc1	-2	0	·	1	2	0	1
CC(C)Cc1nnc(NC(=O)Cc2ccc([N+](=O)[O-])cc2)s1	29*	-3	-11	7	-1	·	·
O=c1c2ccccc2nnn1COc1cccc(Cl)c1	1	3	7	-106	-2	-7	59*
Cc1ccc(S(=O)(=O)Nc2ccc3c(c2)C(=O)N([C@@H](C)CO)C[C@@H](C)[C@H](CN(C)C(=O)Nc2cccc4ccccc24)OCCCC[C@H](C)O3)cc1	0	-8	-27	18	2	·	1
COc1cccc(CNC(=O)Cc2ccc(NC(=O)C3=C(C)OCCS3)cc2)c1	2	-2	-1	-9	1	0	27
O=C(COc1ccccc1Cl)Nc1cccc(S(=O)(=O)NC2=NCCCCC2)c1	-3	1	3	-19	1	-18	3
CCN1CCN(C(=O)c2ccc3c(c2)N(Cc2ccccc2)C(=O)c2ccccc2S3=O)CC1 (stereo not given)	-2	-3	-7	5	1	-8	-6
Cc1cccc(N(CC(O)CON=C2c3ccccc3-c3ccccc32)S(C)(=O)=O)c1 (stereo not given)	·	·	-6	·	·	4	5
C[C@@H]1CN([C@H](C)CO)C(=O)c2cc(-c3ccccc3F)cnc2O[C@@H]1CN(C)C(=O)CN(C)C	-2	-1	-4	1	2	18	-3
O=C(Nc1cccc(S(=O)(=O)N2CCCCC2)c1)c1ccco1	-2	-5	·	-2	3	2	7
O/N=C/c1cc(Br)cs1	-2	23	4	·	0	·	·
Cc1ccc(CNC(=O)c2c(-c3ccccc3Cl)noc2C)cc1	-4	-8	4	-4	-2	4	-4
CC1CCCN(C(=O)c2cccc(S(=O)(=O)N3CCCC3)c2)C1 (stereo not given)	-6	-2	-11	6	-5	5	-1
CCN=C(NCC)SC1CC(=O)N(c2ccccc2)C1=O (stereo not given)	·	·	5	·	·	7	-4
Cc1ccc2nc(-c3cccc(Br)c3)c(CC3CCCCC3)n2c1	-5	-4	-4	-103	-3	-2	46*
CC(C)NC(=O)N1CC[C@H]2[C@@H]1c1cc(C#Cc3ccccc3)ccc1N(C)[C@H]2CO	·	·	-1	-6	·	19	1
C[C@@H]1CN([C@@H](C)CO)S(=O)(=O)c2ccc(-c3ccccc3F)cc2O[C@@H]1CN(C)CC1CC1	2	-58	9	4	-3	-72	-4
COc1ccc(NC(=O)N(C)C[C@H]2Oc3ccc(NS(=O)(=O)c4ccc(F)cc4)cc3C(=O)N([C@H](C)CO)C[C@@H]2C)cc1	0	-32&-73	-2	6&-3	0&-2	-27&17	4&-12
COc1ccc(NC(=S)N2CCC(NC(=O)c3ccc(OC)cc3)CC2)cc1	-59	-2	3	2	-1	-5	4
COc1ccc2c3c(n(C)c2c1)[C@@H](CO)N(C(C)=O)CC31CN(C(=O)Nc2ccc(F)cc2)C1	-6	5	·	1	-2	·	·
CCC(=O)N1C[C@@H](O)COC[C@H]2O[C@H](CC(=O)NCC3CCCCC3)CC[C@@H]21	1	31	-4	-8	2	-3	4
C[C@@H]1CCCCO[C@H](CN(C)C)[C@H](C)CN([C@@H](C)CO)C(=O)c2cc(NS(=O)(=O)c3cn(C)cn3)ccc2O1	-1	5	0	10	-3	·	·
O=C(CSc1ncccn1)N/N=C/c1cccs1	·	·	-10	2	·	-4	6
C[C@H]1CN([C@@H](C)CO)S(=O)(=O)c2ccc(C#Cc3ccccc3F)cc2O[C@H]1CN(C)C(=O)Cc1ccncc1	-3	-16	·	-8	-1	-4	4
Cc1nc2ccccc2c(=O)n1NC(=O)c1cc(Br)ccc1Cl	-4	-2	-3	-4	4	30	2
CCCNC(=O)C[C@H]1C[C@@H]2c3cc(NS(=O)(=O)c4ccc(OC)cc4)ccc3O[C@@H]2[C@H](CO)O1	·	·	-1	7	·	3	-4
O=c1oc2ccccc2cc1C1=Nn2c(nnc2-c2cccnc2)SC1	·	·	16	·	·	-6	-11
Cc1ccc(-n2c(SCC(=O)N3CCOCC3)nc(O)c(Cc3ccccc3)c2=O)cc1	7	8	·	4	-3	0	20
COC(=O)c1oc2ccccc2c1NC(=O)CN1CCCC1	·	·	-1	·	·	-1	-10
COC(=O)C1CCN(C(=O)C2CCCCC2)CC1	·	·	5	·	·	6	-11
CCOC(=O)NC(=O)/C(C#N)=C\NNc1ncc(C(F)(F)F)cc1Cl	4	-4	-15	-11	-3	·	·
Cc1cc(C)c(S(=O)(=O)NCc2nc3nc(C)cc(C)n3n2)c(C)c1	1	1	2	4	-1	-2	0
O=C(Nc1ccccc1)/C(=C/c1ccc(O)cc1)NC(=O)c1ccco1	30*	-2	-15	-9	1	9	0
CC(C)NC(=O)N[C@@H]1C=C[C@@H](CC(=O)O)O[C@H]1CO	7	18	3	-9	-1	-3	-2
COc1cc2c(cc1OC)CN(C(=O)CCOc1ccccc1)CC2	-1	-2	-1	-8	3	-9	-5
N#Cc1ccc(C(=O)NC2=NCCS2)cc1	-4	-1	17	0	-1	3	48*
O=C(Nc1ccc(N2CCCC2)c(Cl)c1)c1cccc(-c2cc3ccccc3oc2=O)c1	-2	-2	-7	·	0	·	·
CCN1C(=O)CSC1=Nc1cccc(C(=O)O)c1	0	1	-2	-1	2	21	0
Cn1cnc(S(=O)(=O)N2CCCCN3[C@@H](CO)[C@@H](c4ccc(-c5ccc(F)cc5)cc4)[C@@H]3C2)c1	-2	0	·	-3	-3	·	·
CC(=O)N1CCOc2ccc(S(=O)(=O)N3CCC(C)CC3)cc21	-12	-6	3	-12	-5	31	-1
COc1ccccc1C(CNC(=O)c1ccc(S(=O)(=O)NCc2ccco2)cc1)N(C)C (stereo not given)	·	·	·	-18	·	6	-8
Cc1nnc(NC(=O)c2cc(-c3ccncc3)nc3c(C)cccc23)s1	-1	0	·	7	-3	19	-4
Cc1nn(-c2ccccc2)c(C)c1C=O	-5	-3	8	2	-1	·	·
COC(=O)c1ccc(NC(=O)CSc2nc3ccccc3c(=O)[nH]2)cc1	·	·	-1	-8	·	-5	3
Cc1noc(C)c1NC(=O)N[C@H]1CC[C@@H](CC(=O)NCc2ccc(Cl)c(Cl)c2)O[C@@H]1CO	-2	0	3	2	2	11	3
Cn1c(=O)cc(N2CCCCC2)[nH]c1=O	-1	-1	11	-7	1	-7	-6
Cc1onc(-c2ccccc2)c1NC(=O)N(Cc1ccccc1)C(C)C	-2	3	1	·	4	8	-6
CC(=O)Nc1ccc(Oc2cc(NC(C)=O)cc([N+](=O)[O-])c2)cc1	4	4	11	-2	5	4	0

# Remaining list, next part:
SMILES	SIRT5 inh	S100A4 inh HTS	FN deposition inh	LGR2 inh	CASP6 VEID inh	Statin myotox sup	esBAF inh
COC(=O)[C@@H]1C[C@@H]2CC[C@@H](O)C[C@@H]2N1Cc1ccc(N2CCN(C)CC2)cc1	·	-2	10	-2	-17	2	-2
CC(C)CNC(=O)c1ccc(NC(=O)c2cccs2)cc1	·	-2	0	·	0	·	·
Cc1ccc(S(=O)(=O)N2[C@@H](c3ccc(Br)cc3)C(C(=O)O)=C[C@H]2CC2CCCC2)cc1	-1	-6	-5	-18	20	4	0
Cc1nc(N)c(Cc2ccc(Cl)cc2Cl)c(N)n1	-12	-6	3	4	23	·	·
Nc1cc(=O)[nH]c(SCC(=O)NCC2CCCO2)n1 (stereo not given)	·	·	2	·	·	-1	4
O=C1N=C(N2CCOCC2)S/C1=C/c1cc2c(cc1[N+](=O)[O-])OCO2	3	-1	7	20	8	0	30
Cn1nnc(NC(=O)c2cccc([N+](=O)[O-])c2)n1	2	1	2	2	2	·	·
Clc1cccc(C2Nc3cccc4cccc(c34)N2)c1	·	0	-8	7	3	-2	-4
CO[C@H]1CN(C)C(=O)c2ccc(NC(=O)Nc3ccccc3F)cc2OC[C@H](C)N(C(C)=O)C[C@@H]1C	-1	-1	·	-9	1	-8	7
COc1ccc(C(=O)Cn2cnc3ccc(Cl)cc3c2=O)cc1F	0	-3	2	8	-4	-9	-2
Cc1cccn2c(CN3CCCN(C=O)CC3)c(C(=O)N(C)CCc3ccccc3)nc12	-2	4	3	-6	-4	·	·
O=C(NCc1cccc(F)c1)[C@H]1[C@H](CO)[C@H]2Cn3c(ccc(-c4ccncc4)c3=O)[C@@H]1N2CC1CC1	-1	5	0	19	0	10	-1

# Structures listed above marked active in SIRT5 inh:
structure	SIRT5 inh	S100A4 inh HTS	LGR2 inh	CASP6 VEID inh	esBAF inh
CC(C)Cc1nnc(NC(=O)Cc2ccc([N+](=O)[O-])cc2)s1	29*	-3	7	-1	·
O=C(Nc1ccccc1)/C(=C/c1ccc(O)cc1)NC(=O)c1ccco1	30*	-2	-9	1	0

# Continued:
SMILES	SIRT5 inh	S100A4 inh HTS	FN deposition inh	LGR2 inh	CASP6 VEID inh	Statin myotox sup	esBAF inh
C[C@@H]1CN([C@@H](C)CO)C(=O)c2cc(NS(=O)(=O)c3cn(C)cn3)ccc2O[C@@H]1CN(C)S(=O)(=O)c1ccc(Cl)cc1	1	-1	·	-5	-1	1	-1
CC1CCC(N2CCN(S(=O)(=O)Cc3ccccc3)CC2)CC1 (stereo not given)	0	0	8	-10	0	6	0
CC(=O)N1CC(C)Sc2ccc(S(=O)(=O)NCc3ccc(Cl)cc3)cc21 (stereo not given)	2	3	17	-5	0	18	-5
O=C(C[C@@H]1CC[C@H](NC(=O)Nc2cc(F)ccc2F)[C@H](CO)O1)NCc1ccc2c(c1)OCO2	0	6	9	0	2	5	-2
CC1=C(C(=O)OCC2CCCO2)C(c2ccccc2)C2=C(CC(C)(C)CC2=O)N1 (stereo not given)	-5	42	·	-7	0	2	6
CCOCc1cnc(C)nc1NCC(=O)c1c(C)[nH]c2ccc(OC)cc12	·	·	2	1	·	4	9

# Not all compounds are listed; the hit share may differ from the screen's.
